BCR signal inh: blocks chronic active B-cell receptor signaling. ABC-DLBCL IkBa-CBG/CBR reporter, luminescence ratio, 4 h. Potency, µM (titrated, usually from 46.1 µM), for inactives: at the top dose ratio change, negative = lower green/red ratio, most hits filed as inhibitors. hit rate 0.05% among 340,000; active means well fitted inhibition curve with a large enough effect in the signal ratio, with a control signal flat, not every such curve was filed as active; inconclusive means small, poorly fitted or top-dose-only effect, or effect the other way, or a change in a side signal; the % refers to the signal ratio;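 further: potency means the concentration at half of the fitted maximal effect; plate controls were basal doxycycline-induced cells for no effect and cells given 10 µM MG132 for full effect; MG132 reads +100%, hits lower the ratio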
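Doxycycline induced both beetle luciferases in TMD8 lymphoma cells; IKK-driven degradation limits the IkappaBalpha-fused green signal, while red luminescence normalises for cell number and nonspecific effects. Compounds tested up to 46 uM, 4 hrs.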
ELG1 repair inh: ELG1-dependent DNA repair inhibition; HEK293T ELG1-luciferase reporter, luminescence, 16 h; DNA damage induced by 5-fluorouridine; hit rate 2.3% among 330,000; AID 504467; Potency, µM (titrated, usually from 46.1 µM), for inactives: at the highest dose activity change, negative = inhibition, hits mostly inhibitors; further: potency means the concentration at half of the fitted maximal effect; on the % scale 0 is the no-effect control and ±100 the full control effect; nearly all actives have a fitted effect of over 55% in size
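Quantitative HTS, concentration-response format. 2,000 cells/well co-treated with 5-fluorouridine and compound, 16 hr in 5% CO2 at 37 °C; ONE-Glo luminescence read after 30 min.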
TSG101-PTAP inh: blocks PTAP/TSG101 interaction to inhibit HIV-1 budding. Q99816. 340,000 tested, under 10 active. Potency, µM (top dose mostly 115 µM), inactives show at the top dose activity change, negative = inhibition, usual class: inhibitors. Fluorescence polarization, FITC-PTAP peptide / Tsg101 binding; active means well fitted inhibition curve with a large enough effect in the main read-out, with a control signal flat, not every such curve was filed as active; inconclusive means small, poorly fitted or top-dose-only effect, or effect the other way, or a change in a side signal; inactive means no such curve, though single readings can be large or run the other way; further: potency means the concentration at half of the fitted maximal effect; % of control where 0% means no effect
Target sequence (Q99816 whole entry, looked up): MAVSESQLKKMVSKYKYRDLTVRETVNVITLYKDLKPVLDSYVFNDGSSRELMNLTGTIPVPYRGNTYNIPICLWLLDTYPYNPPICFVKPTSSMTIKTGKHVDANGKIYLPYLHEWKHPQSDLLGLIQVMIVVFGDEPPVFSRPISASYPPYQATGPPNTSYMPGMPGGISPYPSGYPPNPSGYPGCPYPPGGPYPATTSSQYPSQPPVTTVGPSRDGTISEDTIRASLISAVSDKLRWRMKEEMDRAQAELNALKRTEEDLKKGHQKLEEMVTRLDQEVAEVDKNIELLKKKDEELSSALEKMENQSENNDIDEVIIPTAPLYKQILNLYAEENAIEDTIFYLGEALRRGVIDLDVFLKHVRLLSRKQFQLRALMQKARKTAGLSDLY
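FP read-out: FITC-PTAP peptide, 50 nM final, binding Tsg101 binding domain, 10 uM final; 20 min, r.t.; 10 mM HEPES pH 7.5, 0.15 M NaCl, 0.01% Tween 20, 3 mM EDTA, 0.1 mM TCEP.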
A-T KAP1 phos: potential ataxia-telangiectasia treatments restoring KAP-1 phosphorylation; […] A-T fibroblasts, KAP-1 phosphorylation AlphaLISA; neocarzinostatin DNA damage 30 min before lysis; Potency, µM (doses to about 57.5 µM), without a hit: top-dose activation, hits mostly activators; hit rate 0.19% among 320,000; further: potency means the concentration at half of the fitted maximal effect; % of control where 0% means no effect; nearly all actives have a fitted effect of over 45% in size
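ATM-like activity read as KAP-1 phosphorylation via AlphaLISA donor/acceptor antibody pairs after lysis and 6 hr at 25C. Cells were ATM-null patient fibroblasts ([…], hTERT), dosed 60 min, then exposed to the DSB inducer NCS for 30 min.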
TCR act: activators of T cell receptors. AID 504894. Potency, µM (doses to about 9.22 µM), for inactives: top-dose activation of IL-2 secretion, actives largely listed as activators. primary human leukocytes, anti-CD3, IL-2 HTRF, 48 h. 330,000 tested, under 10 active; further: % of control where 0% means no effect
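IL-2 release read by HTRF sandwich (Eu cryptate donor, d2 acceptor, 665 nm emission) after 48 hr exposure of primary human leukocytes to compound together with anti-CD3 beads in the absence of co-stimulatory signals.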
TSHR antagonist: human thyrotropin receptor antagonism | P16473 | TSHR-expressing cells, TSH-stimulated cAMP HTRF, 2 h; hits give low values | activity change, negative = inhibition, % at 11.5 µM | hit rate 0.2% among 330,000 | AID 504810;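 active means activity change below a set negative limit, meaning inhibition stronger than a set level, cut at about -70% in these data; inconclusive means activity change between two set negative limits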; further: on the % scale 0 is the no-effect control and ±100 the full control effect
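TSHR-expressing cells were treated with compounds, then stimulated with TSH at EC80 (4nM final) for 2 hours at 37 deg C. Cellular cAMP was measured by HTRF competition between lysate cAMP and cAMP-d2 for a cryptate-labelled anti-cAMP antibody.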
Eya2 phos inh: inhibitors of human Eya2 phosphatase activity. Potency, µM (highest dose often 76.9 µM), for the others: at the top dose activity, negative = inhibition, hits mostly inhibitors. recombinant Eya2, OMFP fluorescence dephosphorylation (OMFP is methylfluorescein phosphate). AID 488837. O00167. hit rate 0.006% among 330,000; further: potency means the concentration at half of the fitted maximal effect; on the % scale 0 is the no-effect control and ±100 the full control effect
Target sequence (O00167 whole entry, looked up): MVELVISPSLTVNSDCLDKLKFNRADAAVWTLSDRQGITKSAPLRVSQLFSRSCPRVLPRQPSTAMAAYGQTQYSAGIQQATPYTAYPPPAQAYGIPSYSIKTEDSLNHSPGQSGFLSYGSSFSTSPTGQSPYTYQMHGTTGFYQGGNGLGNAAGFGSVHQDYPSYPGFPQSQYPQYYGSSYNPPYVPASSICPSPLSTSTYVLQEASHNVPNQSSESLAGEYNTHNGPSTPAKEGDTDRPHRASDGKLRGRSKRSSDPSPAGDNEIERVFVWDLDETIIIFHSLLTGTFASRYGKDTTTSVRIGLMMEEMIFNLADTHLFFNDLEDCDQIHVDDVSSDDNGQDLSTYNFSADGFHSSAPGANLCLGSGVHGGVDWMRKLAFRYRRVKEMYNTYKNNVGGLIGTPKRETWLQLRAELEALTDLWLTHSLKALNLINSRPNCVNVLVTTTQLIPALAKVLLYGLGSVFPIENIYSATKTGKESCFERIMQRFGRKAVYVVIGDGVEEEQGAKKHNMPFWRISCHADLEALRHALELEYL
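Eya2 (0.2 uM) preincubated 10 min at ambient with compound, then OMFP substrate added at 50 uM; 10 min reaction in 50 mM HEPES pH 7.5, 50 mM NaCl, 5 uM MgCl2, 0.05% BSA, 1 mM DTT. Fluorescence read at Ex 485/Em 525 nm.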
Tb PFK block: T. brucei PFK enzyme inhibition; O15648; T. brucei PFK, ADP-Glo luminescence; Potency, µM (doses to about 57.5 µM), for the others: at the top dose activity, negative = inhibition, most hits filed as inhibitors; hit rate 0.17% among 330,000;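 further: potency means the concentration at half of the fitted maximal effect; 0% = uninhibited 1x PFK enzyme wells and -100% = no-enzyme wells; nearly all actives have a fitted effect of over 60% in size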
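PFK 1.25 nM, F6P 0.5 mM, ATP 0.1 mM, 0.1 M TEA pH 8.0, 5 mM MgCl2, 0.01% Tween20, 0.1% BSA; 45 min RT. ADP-Glo readout. qHTS titration up to 57 uM; curves fitted, compounds curve-classed.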
Integrin act MD: integrin-mediated muscular dystrophy alleviation activation; alpha7betagal myoblasts, beta-gal FDG fluorescence, 48 h; Potency, µM (series often up to 38.3 µM), inactives show top-dose activation, usual class: activators; hit rate 0.064% among 350,000;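 further: potency means the concentration at half of the fitted maximal effect; 100% = response of the positive control SU9516; nearly all actives have a fitted effect of over 60% in size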
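Alpha7betagal+/- myoblasts (passage 13) were plated 16-24 hr, then exposed to compounds (1:260 dilution of DMSO stock) for 48 hours at 37C. After MPER lysis, β-galactosidase reporter activity was read as FDG fluorescence (ex 480/em 540) after 30 minutes.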
ASM inhibitor: blocks human secretory acid sphingomyelinase | hit rate 0.006% among 340,000 | AID 504937 | P17405 | placental ASM, HMU-PC fluorogenic substrate, 60 min | Potency, µM (top dose mostly 57.5 µM), for the others: top-dose activity change, negative = inhibition, actives largely listed as inhibitors; further: potency means the concentration at half of the fitted maximal effect
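HMU-PC0 cleavage (9 uM final) by human placental ASM, 60 min at 37 °C following 10 min compound exposure at RT; stopped at pH 10, fluorescence Ex 386/Em 447 nm.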
Mito fusion yeast: mitochondrial division inhibition or fusion activation; S. cerevisiae fusion-defective mutant growth rescue, CellTiterGlo 48 h; Potency, µM (top dose mostly 46.1 µM), for inactives: top-dose growth rescue (activation), usual class: activators; hit rate 0.23% among 320,000; AID 485298;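 further: potency means the concentration at half of the fitted maximal effect; % of control where 0% means no effect; nearly all actives have a fitted effect of over 45% in size; temperature-sensitive fusion mutants such as fzo1-1 at 37 °C on non-fermentable ethanol glycerol medium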
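S. cerevisiae fusion-defective temperature-sensitive mutants (e.g. fzo1-1, mgm1-5) grown 48 h at 37C in YPEG (ethanol/glycerol non-fermentable) medium with 23 nl compound per well; growth rescue read as CellTiterGlo luminescence.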
* hit, by the source's call; u = inconclusive; x = no result given; [ ] = dose if it differs, or a comment. Unless noted, the call rests on the fitted dose curve; in most records, active means well fitted curve in the direction sought with a large enough effect; inconclusive means small, poorly fitted or top-dose-only effect, or another doubt; inactive means no such curve, though single readings can be large; an effect the other way counts as inactive or inconclusive. The order is random; overall some 3.2% were active at least once.

mol	Tb PFK block	TCR act	BCR signal inh	Integrin act MD	A-T KAP1 phos	ELG1 repair inh	ASM inhibitor	TSG101-PTAP inh	Mito fusion yeast	TSHR antagonist	Eya2 phos inh
COc1ccc(C(CCNC(C)c2ccccc2)C(C)C)cc1 (stereo not drawn)	1%	2%	u	-68%[inhibitor]	-1%	-9%	0%	-1%	2%	13	-12%
Cc1sc2ncnc(N3CCC(C(=O)Nc4ccc(Cl)c(Cl)c4)CC3)c2c1C	3%	6%	2%	9%	12%	u	-7%	3%	u	-3	-7%
COc1cc(CN2CC(=O)N(c3cc(Cl)ccc3C)C2=S)cc(OC)c1OC	-2%	7%	2%	-19%	-1%	u	-1%	-7%	-6%	-3	-6%
O=C(CN1C(=O)/C(=C/c2ccccc2)Sc2ccccc21)NCCCN1CCOCC1	-2%	1%	-10%	0%	5%	18%	0%	2%	-18%	-3	12%
COc1cccc2c1OC[C@@H](CO)[C@H]2N(C)C(=O)Nc1ccc(Cl)cc1	0%	-3%	6%	-18%	-2%	-11%	1%	-5%	0%	-5	u
Cc1cccc(-c2nsc(SCC(=O)NCC3CCCO3)n2)c1 (stereo not drawn)	-3%	0%	5%	24%	2%	3%	-2%	1%	-12%	6	2%
c1ccc(Cn2cc(CSc3ccccc3)nn2)cc1	-6%	0%	12%	28%	14%	u	-2%	-1%	0%	-2	-5%
CC(=O)Nc1ccc(NS(=O)(=O)c2ccc(-c3csc(C)n3)s2)cc1	0%	-4%	-18%	13%	5%	-23%	-2%	1%	1%	-5	-10%
COc1ccc(C(=O)COC(=O)c2ccc(NC(C)=O)cc2)cc1[N+](=O)[O-]	-9%	5%	u	-9%	3%	-7%	-5%	-1%	-3%	-9	7%
COc1ccc(CCN(C)Cc2nc(-c3cnccn3)no2)cc1OC	1%	6%	-1%	17%	-7%	-6%	5%	-4%	-3%	1	12%
COc1cc(/C=C2\N=C(c3ccccc3)OC2=O)ccc1OCc1c(C)no[n+]1[O-]	1%	3%[46.1 µM]	-3%	13%	-1%	18%	-1%	1%	1%	-1	11%
O=C(CCCn1c(=O)[nH]c2cc(Cl)ccc2c1=O)NC1CCCCCC1	1%	-3%	9%	9%	0%	-17%	0%	0%	-2%	0	-21%
COc1ccc(S(=O)(=O)N2CCN(C(=O)C3CC3)CC2)cc1	-4%	-5%	-1%	39%	-3%	10%	5%	4%	u	29	12%
O=C(Nc1nnc(SCC(=O)N2CCCc3ccccc32)s1)c1ccccc1	-6%	-5%[46.1 µM]	8%	-4%	-6%	u	-5%	-1%	1%	-16	-5%
O=C(NC1C2CC3CC(C2)CC1C3)c1ccc(N2CCNCC2)c([N+](=O)[O-])c1 (stereo not drawn)	0%	6%	u	-31%	2%	6%	-4%	1%	1%	-1	12%
CC(C)Cn1c(CN(Cc2ccccc2)Cc2ccccc2)nc2c1c(=O)n(C)c(=O)n2C	-1%	-3%	5%	-9%	-3%	u	-13%	-3%	10%	-13	11%
CCOCCOC(=O)c1[nH]c2c(c1C)C(=O)CC(c1cc(OC)c(OC)c(OC)c1)C2 (stereo not drawn)	-7%	3%	1%	-58%[inhibitor]	-5%	4.1µM*	5%	0%	0%	-10	-9%
Cc1ccc(NS(=O)(=O)c2ccc(CCC(=O)NC3CC3)cc2)cc1	4%	-1%	-1%	19%	1%	-1%	0%	-2%	-2%	-5	u
Cc1nonc1CN(C)C(=O)c1ccc(OC2CCN(C(=O)c3cccnc3)CC2)cc1	1%	2%	1%	u	5%	-10%	0%	-1%	-2%	9	-4%
CCC(=O)Nc1cc(C(=O)OCC(=O)c2ccc(Cl)cc2Cl)ccc1C	-1%	0%	2%	9%	5%	2%	0%	-1%	4%	-9	0%
CC(=O)NC1=NN(C(C)=O)C(C)(c2cccnc2)S1 (stereo not drawn)	-7%	x	u	-22%	2%	16%	4%	-1%	14%	8	-10%
COc1ccccc1NC(CC(=O)c1ccccc1)C(=O)OCC(=O)c1ccc(F)cc1 (stereo not drawn)	0%	7%[46.1 µM]	u	-16%	-3%	u	-3%	1%	3%	-3	3%
CC(C)CC(NC(=O)C1CCC(C)CC1)C(=O)Nc1ccccn1 (stereo not drawn)	-1%	-3%	0%	13%	-2%	u	0%	2%	6%	2	-4%
CCCCN(CCCC)Cc1ccc(C(=O)NNC(=O)Nc2ccccc2)o1	-9%	2%	8%	0%	-2%	11%	0%	-8%	18%	12	-17%
O=C(CCC1CCCC1)NNC(=O)c1cccc(Cl)c1	-2%	-3%	1%	19%	7%	11%	-2%	3%	2%	1	7%
O=C(CSc1nc2ccccc2c(=O)n1-c1ccccc1)NC(=O)CN1CCCC1=O	-25%	1%	-12%	12%	-7%	8%	2%	-3%	8%	-3	0%
Cc1nnc(N2C(=O)C(O)=C(C(=O)c3ccco3)C2c2cccc3ccccc23)s1 (stereo not drawn)	-1%	3%	u	-21%	-14%	8%	1%	-19%	0%	43	4%
Cc1ccc(S(=O)(=O)c2ccc(Cl)cc2)cc1S(=O)(=O)NC(C(=O)O)C(C)C (stereo not drawn)	4%	0%[46.1 µM]	3%	24%	1%	3%	5%	-2%	-1%	4	1%
COc1ccc(N=C2NN=C(c3c(C)[nH]c4ccccc34)CS2)cc1	-9%	-7%[46.1 µM]	12%	-35%[inhibitor]	-10%	u	-12%	1%	13%	-1	-2%
CCOC(=O)c1c(C)[nH]c(C(=O)CN2C(=O)NC3(CCCC3)C2=O)c1C	3%	-2%	-4%	-9%	5%	u	-2%	-7%	-1%	2	3%
CCOC(=O)c1c(NC(=O)COC(=O)c2c(C)noc2C)sc2c1CCC2	-7%	-6%[46.1 µM]	14%	52%	2%	-17%	1%	8%	2%	3	6%
NN(CCO)C(=S)Nc1ccc(Cl)cc1	-3%	2%	5%	u	8%	u	-1%	2%	-6%	-1	1%
COc1ccc(S(=O)(=O)NCc2ccc(F)cc2)cc1OC	-4%	-2%	1%	10%	-1%	14%	1%	1%	0%	5	3%
COc1ccc(CCNC(=O)c2cccc(S(=O)(=O)N3CCCC3)c2)cc1	4%	1%	-7%	9%	2%	-4%	2%	-1%	8%	7	8%
CC(C)c1nc2c(s1)CCc1onc(-c3ccc(Cl)cc3)c1-2	0%	-4%	5%	-5%	-2%	3%	-4%	2%	-7%	-2	-21%
Cn1ncc2c(Nc3cccc([N+](=O)[O-])c3)ncnc21	-12%	5%	-5%	28%	4%	-22%	-8%	-2%	16%	0	2%
Cc1cc(NC(=O)c2cc(C(C)C)on2)nn1Cc1ccc(Cl)cc1	1%	-1%	-1%	0%	26%	u	-4%	-3%	17%	-22	4%
CCN1CCN(C(c2cccs2)C(C)NC(=O)C(C)C)CC1 (stereo not drawn)	0%	-4%[46.1 µM]	2%	-13%	0%	15%	5%	-1%	-4%	1	5%
NC(=O)C1CCN(C2CC(=O)N(Cc3cccs3)C2=O)CC1 (stereo not drawn)	1%	x	-12%	3%[7.66 µM]	1%	-7%	2%	-6%	-28%	8	10%
O=C(N/N=C/c1cccc2ccccc12)c1cccc(F)c1	-3%	-4%	u	7%	2%	u	-11%	-4%	2%	-4	-15%
Cn1c(NC(=O)c2ccc3c(c2)OCO3)cc(=O)n(C)c1=O	0%	2%[46.1 µM]	-5%	20%	-1%	-2%	1%	-7%	-5%	-5	1%
Cc1ccc(CNC(C)(C)CO)cc1	-4%	-1%[46.1 µM]	-4%	31%	-5%	4%	10%	-4%	6%	1	-7%
Cc1cc(SCC(=O)Nc2ccc3[nH]c(=O)[nH]c3c2)nc2ccccc12	-4%	5%	-3%	-20%	25%	11%	1%	2%	x	11	-18%

Source: PubChem BioAssay
